PhoP inhibition: PhoP-dependent GFP reporter repression – Salmonella Typhimurium, primary screen (AID 1863); S. Typhimurium PhoP-regulated promoter GFP reporter, 4 h; higher % means a stronger effect; inhibition, % at 50 µM, or IC50 in µM where a hit was titrated; hit rate 0.16% among 300,000;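 active means inhibition over 29.93%, a cutoff 3 SD above the screen mean, later confirmed by dose response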;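 further: 0% = low Mg2+ inducing control and 100% = high Mg2+ repressing control; strong numbers were not always called active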
Hep lipid drop: modulators of hepatic lipid droplet formation | AML12 mouse hepatocytes, oleate lipid droplets, BODIPY imaging | inhibition, % at 6.5 µM | hit rate 0.4% among 240,000 | AID 1656;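 active means lipid droplet intensity inhibited by at least 50%, with more than 500 cells counted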
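Test system: AML12 hepatocytes (mouse); reagent: oleate loading, 100 µM; dosing: one dose, 6.5 µM compound; incubation: overnight exposure; signal: fluorescence imaging, 20x objective, two fields per well; read-out basis: % inhibition of corrected integrated BODIPY droplet signal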
T cell modulator: T cell immune modulators affecting CD8 T cell-vesicle binding. 2C CD8+ T cell-vesicle binding, flow cytometry; active compounds read low. AID 2052. hit rate 0.068% among 330,000. calls only at 7 µM;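 active means response, share of CD8 T cells binding vesicles, and their 90th percentile fluorescence all below set limits, cut at about 80% in these data, passing the limit was not always enough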
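Also added: QL9-peptide-loaded Drosophila micro-vesicles bearing Ld, ICAM-1 and B7-1; Test system: purified 2C TCR transgenic mouse naive CD8+ T cells; Measured by: cytometric PE anti-B7-1 and Alexa647 anti-CD8 signals after 1% paraformaldehyde fixation; Timing: binding step 1.5 h, 37 °C, antibody labelling 20 min, ice.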
Hep lipid drop cells 6.5 µM: second read-out of Hep lipid drop, no call of its own (marks repeat the call); cell count; measured here: cell count, cytotoxicity flag;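 cells counted across two imaged fields per well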
T cell modulator vesicle-bound %: also measured in T cell modulator; calls as there; double positive events, %; measured here: CD8+ vesicle-bound cell fraction;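 binding gate set so that unloaded-vesicle control wells show 10% double positive cells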
Active calls of the source: *; i = inactive. Not all compounds are listed; the hit share may differ from the screen's.

Each structure is followed by: PhoP inhibition, Hep lipid drop, Hep lipid drop cells 6.5 µM, T cell modulator, T cell modulator vesicle-bound %
[1] O=C(CCC(=O)N1CCN(c2ccc(F)cc2)CC1)c1ccccc1
  -4%, -9, 755, i, 19
[2] Cc1ccccc1OCC(=O)NNC(=O)c1cc(S(=O)(=O)N(C)C)ccc1N1CCCC1
  -1%, 17, 827, i, 10
[3] O=C(NC(=S)Nc1cccnc1Cl)c1ccc(Cl)cc1
  1%, -2, 825, i, 37
[4] Cc1ccc(-n2nnnc2SCC(=O)Nc2ccc(N3CCN(C)CC3)cc2)c(C)c1
  -1%, -7, 712, i, 37
[5] O=C(Cc1nc2ccccc2[nH]1)c1ccc(Cl)cc1
  -5%, -4, 784, i, 41
[6] CCS(=O)(=O)c1ccc2oc(Nc3ccccc3Cl)nc2c1
  0%, -12, 808, i, 28
[7] Cc1ccc(S(=O)(=O)Cc2ccc(C(=O)N3CCCCC3C)cc2)cc1 (stereo not drawn)
  -8%, -4, 836, i, 58
[8] COc1ccc(CCNC(=O)C2(C)CCC(=O)N2Cc2ccc(F)cc2Cl)cc1OC (stereo not drawn)
  2%, -28, 789, i, 36
[9] O=C(CN1CCN(c2ccccn2)CC1)Nc1nc2ccccc2s1
  1%, 4, 866, i, 47
[10] COc1ccc(CCN(C)C2CCCN(C(=O)Cn3cnnn3)C2)cc1OC (stereo not drawn)
  -3%, 1, 876, i, 38

Carrying on:
Each structure is followed by: PhoP inhibition, Hep lipid drop, Hep lipid drop cells 6.5 µM, T cell modulator, T cell modulator vesicle-bound %
[11] COc1ccc(-c2nc(C(=O)NCC3CCCO3)cc3c2[nH]c2ccccc23)cc1 (stereo not drawn)
  1%, 5, 751, i, 29
[12] Cc1oc(-c2ccccc2)nc1CS(=O)CC(=O)NC1CCCCCC1 (stereo not drawn)
  0%, 8, 705, i, 31
[13] Cc1c(NC(=O)c2ccc(NS(=O)(=O)c3ccccc3)cc2)c(=O)n(-c2ccccc2)n1C
  -6%, -7, 806, i, 62
[14] CC1CCCN(C(=O)Cn2nnc(-c3ccc(S(C)(=O)=O)cc3)n2)C1 (stereo not drawn)
  -6%, 12, 830, i, 55
[15] COc1ccc(C2=NN(CCC(=O)NC3CCCCCC3)C(=O)CC2)cc1
  8%, 4, 685, i, 37
[16] COc1ccccc1CN1CC(C(=O)NCCN2CCOC2=O)CCC1=O (stereo not drawn)
  4%, 17, 660, i, 7
[17] Cc1ccccc1N1C(=O)Cc2ccccc2C1=O
  8%, 15, 832, i, 26
[18] CCCCCCn1c(N2CCCC2)nc2c1c(=O)n(C)c(=O)n2C
  -5%, -8, 788, i, 12
[19] CC(C)c1ccc(NC(=O)Cn2ncc3ccccc32)cc1
  9%, 14, 879, i, 45
[20] CCCN1C2CCCC1CC(NC(=O)c1ccc(C(C)(C)C)cc1)C2 (stereo not drawn)
  11%, 7, 830, i, 45

Next part.
Each structure is followed by: PhoP inhibition, Hep lipid drop, Hep lipid drop cells 6.5 µM, T cell modulator, T cell modulator vesicle-bound %
[21] COC(=O)[C@H]1[C@H]2C[C@H]3c4[nH]c5ccccc5c4CCN3C[C@H]2CC[C@@H]1O
  0%, -11, 801, i, 19
[22] CCN(CC(=O)NCc1ccc(F)cc1)C(=O)CN1CCN(c2ccc(OC)cc2)CC1
  2%, -3, 832, i, 52
[23] COc1ccc(/C=C(/NC(=O)c2ccco2)C(=O)NCCc2ccccc2)cc1
  5%, 15, 732, i, 61
[24] COc1ccc(S(=O)(=O)Oc2ccc(C(=S)N3CCOCC3)cc2OC)cc1
  -7%, -13, 816, i, 57
[25] CC1(C)CC(NC(=O)Cc2ccc(Cl)cc2)CC(C)(C)N1
  -8%, 20, 805, i, 53
[26] COc1ccc(C(=O)C2CCN(CC(=O)Nc3ccc(OC)cc3OC)CC2)cc1
  -2%, -6, 781, i, 27
[27] O=C(CSc1nnc(NC(=O)C2CC2)s1)Nc1cccc(F)c1
  2%, 2, 817, i, 70
[28] O=C(NCC(=O)N1CCCCC1)c1ccc(Br)o1
  -4%, -24, 692, i, 55
[29] O=C(NCc1ccc(F)cc1)C1CCCN(C(=O)Nc2ccc(F)cc2)C1 (stereo not drawn)
  -2%, -2, 819, i, 11
[30] COc1ccccc1C(=O)Nc1ccc2c(c1)n(C)c(=O)n2C
  6%, 4, 797, i, 35

(further entries)
Each structure is followed by: PhoP inhibition, Hep lipid drop, Hep lipid drop cells 6.5 µM, T cell modulator, T cell modulator vesicle-bound %
[31] CCN(c1ccccc1)S(=O)(=O)c1cccc(C(=O)N2CCN(S(=O)(=O)c3ccccc3)CC2)c1
  0%, -8, 751, i, 15
[32] Cc1ccc(NC(=O)CN2CCN(C(=O)C3CCCO3)CC2)c(C)c1 (stereo not drawn)
  -1%, 2, 859, i, 23
[33] NS(=O)(=O)c1ccc(CCNCC#Cc2ccccc2)cc1
  5%, 1, 762, i, 38
[34] O=C(CC12CC3CC(CC(C3)C1)C2)Nc1c(F)cccc1F
  -3%, -2, 424, i, 44
[35] CC(CCc1ccccc1)NC(=O)CCC(=O)N1CCC(C(=O)O)CC1 (stereo not drawn)
  -5%, -4, 761, i, 42
[36] O=C(O)/C=C/c1ccc(Oc2ncccn2)cc1
  2%, 8, 856, i, 36
[37] CCOc1ccccc1NC(=O)COc1ccc2ccc(=O)oc2c1
  0%, 2, 793, i, 37
[38] CCc1ccc(OCC(=O)Nc2ccncc2)cc1
  -1%, 9, 765, i, 52
[39] CCCCn1c(N)c(N(CCC(C)C)C(=O)c2ccccc2C)c(=O)[nH]c1=O
  -2%, 2, 835, i, 25
[40] COc1ccc(NC(=S)NC(=O)c2cccnc2)cc1
  -1%, 5, 801, i, 46

Going on with the list.
Each structure is followed by: PhoP inhibition, Hep lipid drop, Hep lipid drop cells 6.5 µM, T cell modulator, T cell modulator vesicle-bound %
[41] CCc1ccccc1N(CC(=O)NC1CCCCC1)C(=O)CCC(=O)Nc1ccccn1
  -4%, -3, 790, i, 58
[42] Cc1ccc(C)c(OCc2cc(C(=O)N3CCC(N4CCCC(O)C4)CC3)no2)c1 (stereo not drawn)
  -1%, 4, 696, i, 12
[43] COc1ccc(Cc2nc3ccc(C(=O)NCC4CCOCC4)cc3o2)cc1OC
  -3%, 15, 671, i, 23
[44] O=C1CCC(C(=O)N(CCO)Cc2ccccc2)CN1CC1CCCCC1 (stereo not drawn)
  6%, -1, 831, i, 35
[45] Cc1ccccc1CC(=O)Nc1ccc(C(=O)N2CCCC2)cc1
  7%, 20, 836, i, 27
[46] CC1CCN(C(=O)CCC(=O)Nc2nnc(C(F)(F)F)s2)CC1
  -5%, 7, 725, i, 0
[47] O=C(NCc1cccs1)C1CCN(S(=O)(=O)c2cccc([N+](=O)[O-])c2)CC1
  -5%, -2, 810, i, 52
[48] CN(C(=O)CSc1nc(-c2ccc(C(C)(C)C)cc2)c(C#N)c(=O)[nH]1)C1CCCCC1
  -9%, 3, 749, i, 30
[49] COc1ccc(C(=O)n2cnc3ccccc32)cc1[N+](=O)[O-]
  1%, -1, 837, i, 25
[50] Cc1c(C)c2ccc(OCC(=O)N[C@@H](Cc3ccccc3)C(=O)O)cc2oc1=O
  -4%, -3, 789, i, 24

(continued)
Each structure is followed by: PhoP inhibition, Hep lipid drop, Hep lipid drop cells 6.5 µM, T cell modulator, T cell modulator vesicle-bound %
[51] Cc1ccc(NC2CCCN(C(=O)c3cnsn3)C2)cc1C (stereo not drawn)
  -1%, -1, 768, i, 27
[52] Cc1c(C)n(CCc2ccccc2)c2ncnc(NN)c12
  14%, -31, 695, i, 58
[53] COc1ccc(CN2CCNC(=O)C2CC(=O)N(C)C2CCOCC2)c(F)c1 (stereo not drawn)
  -3%, 0, 834, i, 62
[54] Cc1ccnc(NS(=O)(=O)c2ccc(NS(=O)(=O)c3cc(Cl)ccc3Cl)cc2)n1
  10%, 6, 757, i, 15
[55] CC(=O)c1ccc(Oc2ncnc(N)c2[N+](=O)[O-])cc1
  0%, 8, 795, i, 19
[56] O=C(NCCc1c[nH]c2ccccc12)C1CCN(S(=O)(=O)c2ccc(F)cc2)CC1
  -3%, 2, 707, i, 47
[57] Cc1ccc(-c2ccc(=O)n(Cc3ccc(F)cc3)n2)cc1
  4%, 7, 865, i, 20
[58] C=CCn1c(SCC(=O)N(C)C)nc2sc3c(c2c1=O)CCC3
  -5%, -2, 724, i, 55
[59] Cn1ccnc1-c1ccc(-c2nccn2C)cc1
  -8%, 8, 807, i, 65
[60] Cc1cc(C)cc(N(CC(=O)Nc2cc(C)ccc2C)S(=O)(=O)c2c(C)[nH]c(=O)[nH]c2=O)c1
  -5%, -4, 783, i, 9

Remaining list, next part.
Each structure is followed by: PhoP inhibition, Hep lipid drop, Hep lipid drop cells 6.5 µM, T cell modulator, T cell modulator vesicle-bound %
[61] COc1cc(NC(=O)C2CC2)c(OC)cc1NC(=O)c1ccco1
  -3%, 3, 783, i, 45
[62] CC(C)Cc1ccc(CN2CCCC(NC(=O)c3cnc4ccccn4c3=O)C2)cc1 (stereo not drawn)
  -5%, -10, 643, i, 44
[63] COc1ccc2oc(CS(=O)c3ccccc3)c(C(=O)O)c2c1 (stereo not drawn)
  -4%, -15, 727, i, 58
[64] COc1ccc(NS(=O)(=O)c2ccc3c(c2)NC(=O)CCS3)cc1Cl
  7%, -18, 719, i, 33
[65] COc1ccccc1N1CCN(C2CCCN(C(=O)C3=NN(C)C(=O)CC3)C2)CC1 (stereo not drawn)
  4%, 4, 651, i, 13
[66] O=[N+]([O-])c1ccc(N2CCN(c3ccc([N+](=O)[O-])cc3CO)CC2)c(CO)c1
  16%, -3, 817, i, 44
[67] COc1ccc(-c2cc(-c3ccccc3)nc(Cl)n2)cc1OC
  -7%, -3, 793, i, 54
[68] COc1ccc(C(=O)NC2CC2)cc1OC1CCN(C/C=C/c2ccccc2)CC1
  7%, -2, 837, i, 4
[69] O=C(COc1ccccc1)Nc1c2c(nn1-c1ccccc1)CS(=O)C2 (stereo not drawn)
  -3%, -6, 666, i, 23
[70] Cc1ccc(OCc2cc(C(=O)NC3CCCCC3)no2)cn1
  -12%, 11, 741, i, 6

Next results
Each structure is followed by: PhoP inhibition, Hep lipid drop, Hep lipid drop cells 6.5 µM, T cell modulator, T cell modulator vesicle-bound %
[71] Cc1cccc(N(C(=O)c2sc(C)nc2C)C(C(=O)NCC2CCCO2)c2ccccc2)c1 (stereo not drawn)
  9%, -6, 728, i, 42
[72] O=C(N/N=C/c1ccccc1)c1cc[n+]([O-])cc1
  2%, 12, 782, i, 49
[73] Cc1cccnc1NC(=S)NC(=O)c1oc2ccccc2c1C
  -5%, -3, 811, i, 48
[74] Cc1ccc(NC(=O)c2ccc3nsnc3c2)c(C)c1
  8%, 41, 729, i, 48
[75] COc1ccc(CC(=O)NCC(=O)NC(Cc2ccccc2)C(=O)O)cc1 (stereo not drawn)
  4%, -3, 418, i, 46
[76] CCN(c1ccccc1)S(=O)(=O)c1ccc(C(=O)N(C)CCc2ccc(OC)c(OC)c2)cc1
  0%, -3, 731, i, 22
[77] CCc1nnc(NC(=O)c2cccc(S(=O)(=O)N3CCCC3)c2)s1
  -4%, -2, 779, i, 26
[78] Cc1ccc(NC(=O)CCn2c(=O)[nH]c3ccsc3c2=O)cc1C
  1%, 0, 795, i, 15
[79] COc1ccc(/C(N)=N/OC(=O)CC2CCCCC2)cc1
  12%, -80, 648, i, 20
[80] Cc1ccc(S(=O)(=O)Nc2ccncc2)c(C)c1
  -2%, -3, 821, i, 44

Remaining list, next part.
Each structure is followed by: PhoP inhibition, Hep lipid drop, Hep lipid drop cells 6.5 µM, T cell modulator, T cell modulator vesicle-bound %
[81] Cc1ccc(CCNC(=O)C2CC(=O)N(C3CCCCC3)C2)cc1 (stereo not drawn)
  -5%, -1, 690, i, 32
[82] CN(C)c1ccc(C2NC(=O)c3ccccc3N2)cc1 (stereo not drawn)
  -9%, -40, 796, i, 61
[83] Cc1ccc(NC(=O)NC2CCCCCCC2)cc1C
  -6%, -20, 666, i, 18
[84] Cc1ccc(S(=O)(=O)NC2CCCC2)cc1C(N)=O
  -3%, -2, 664, i, 7
[85] N#C/C(=C\c1ccc(OCc2ccccc2)cc1)C(=O)Nc1ccc(C(=O)O)cc1
  -6%, 4, 754, i, 23
[86] Cc1nn(CC(=O)Nc2ccc(N3CCOCC3)cc2)c(C)c1Cl
  -2%, 2, 666, i, 21

Screening results: PubChem, several laboratories
